KCNQ1 inh: inhibitors of human KCNQ1 channel, primary screen, cell-based, thallium flux, high-throughput | Potassium voltage-gated channel subfamily KQT member 1 (Homo sapiens), P51787 | CHO-K1 KCNQ1, FluxOR thallium flux fluorescence; stronger effect = higher value | B-score at 10 µM | 1.3% of 310,000 active | AID 2642, 2010;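 active = compounds whose thallium flux B-score, printed positive for inhibition, exceeds three library SD while starting fluorescence stays within three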;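 note: channel opened by potassium depolarization with thallium stimulus after 20 min compound exposure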
KCNK3 block: human KCNK3 channel inhibitors, primary screen, CHO cells, FluxOR thallium flux, B-score; Potassium channel subfamily K member 3 (Homo sapiens), O14649; FluxOR fluorescence; stronger effect = lower value; B-score at 10 µM; 0.84% of 340,000 active; AID 602410, 2012;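 active = B-score under library mean minus 4 SD, starting fluorescence ratio at most library mean plus 5 SD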;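 note: more negative B-score means stronger inhibition of thallium flux through KCNK3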
Target sequence (O14649 whole entry, looked up): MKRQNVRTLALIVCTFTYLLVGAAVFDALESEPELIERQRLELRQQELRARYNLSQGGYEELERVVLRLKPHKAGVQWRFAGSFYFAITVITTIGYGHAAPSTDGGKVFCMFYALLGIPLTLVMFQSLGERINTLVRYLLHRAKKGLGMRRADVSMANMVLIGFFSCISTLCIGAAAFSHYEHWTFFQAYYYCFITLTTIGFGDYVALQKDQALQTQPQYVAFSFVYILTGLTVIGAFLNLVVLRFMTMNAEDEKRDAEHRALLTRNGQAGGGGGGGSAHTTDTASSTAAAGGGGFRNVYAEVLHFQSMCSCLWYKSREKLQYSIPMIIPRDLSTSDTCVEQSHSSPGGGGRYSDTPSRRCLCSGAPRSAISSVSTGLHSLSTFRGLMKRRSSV
hERG protect: hERG rescue from dofetilide block, primary screen, cell-based, CHO-hERG, FluxOR thallium flux, dofetilide IC70; dofetilide IC70 present; activation (rescue from dofetilide block), less the hit threshold, % at 10 µM; 0.51% of 310,000 active;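 active = activation above the mean of controls blocked by dofetilide plus 5 SD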;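 note: thallium influx through hERG after potassium depolarization seen as dye fluorescence rise; in these data hits start at about 4.7%; inactives centre near -7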
RGS4 pot: RGS4 potentiators or activators, primary screen, cell-based, HEK293 M3R inducible RGS4, calcium flux; carbachol calcium flux Fluo4; stronger effect = lower value; B-score at 10 µM; 0.92% of 310,000 active;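 active = B-score of the integrated calcium signal more than 4 SD below the library mean, with starting fluorescence not abnormally high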;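 note: negative B-score means reduced calcium response which marks RGS4 activation or potentiation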
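Also added: carbachol at ECmax as muscarinic agonist stimulus; Assay system: HEK293 cells with stable M3R and inducible RGS4; Timing: overnight RGS4 induction, 30 min dye load 37 °C, 20 min compound RT; Measured by: Fluo4-AM (2 µM) calcium-flux fluorescence, kinetic read.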
ANO1 block: TMEM16A chloride channel inhibitors, primary screen, cell-based, HTS; HEK293 TMEM16A/YFP iodide influx fluorescence, ionomycin; normalized B-score (activity score, 25-100; higher = stronger inhibition) at 10 µM; 1.2% of 310,000 active;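 active = ratio plate-corrected score three or more library SD toward inhibition, starting fluorescence score within five deviations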;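 note: score derived from kinetic fluorescence span divided by baseline fluorescence per well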
MrgX1 ag: agonists of human MrgX1 receptor, primary screen, HEK293 cells, Fluo-4 calcium flux. Mas-related G-protein coupled receptor member X1 (Homo sapiens), Q96LB2. Fluo-4 calcium fluorescence, agonist mode; stronger effect = higher value. B-score at 10 µM. 0.44% of 310,000 active. AID 588627, 2011;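 active = calcium response B-score plate-corrected fluorescence ratio at least 3 library SD, with starting fluorescence B-score inside 5 SD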
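Material: HEK293 cells stably expressing human MrgX1 receptor | Quantity: 15,000 cells per well | Times: Cells plated overnight, dye loaded 0.5 h 37 °C, 0.5 h room temperature | Measured by: Kinetic Fluo-4 NW fluorescence of intracellular calcium | Control set: Positive and negative controls per plate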
ANO1 activ: TMEM16A chloride channel activators or potentiators, primary screen, cell-based, HTS. HEK293 TMEM16A/YFP-H148Q/I152L, iodide quench fluorescence; stronger effect = lower value. B-score at 10 µM. 0.3% of 340,000 active;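 active = fluorescence-ratio B-score plate-corrected deviation score at least 3 library SD below zero, with starting fluorescence score within 5 deviations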;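 note: channel opened by trigger with iodide after compound preincubation; score built on the fluorescence ratio of max minus min over baseline; more negative score means more quench and so TMEM16A activation or potentiation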
KCNK9 block: KCNK9 potassium channel inhibitors, primary screen, HEK293 cells, thallium flux | Potassium channel subfamily K member 9 (Homo sapiens), Q9NPC2 | FluxOR thallium flux fluorescence; stronger effect = lower value | B-score at 10 µM | 1.2% of 310,000 active | AID 488922, 2010;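 active = ratio B-score over 3 SD below the library mean, with starting fluorescence within 5 SD of its mean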;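 note: negative B-score means less thallium flux so channel inhibition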
Target sequence (Q9NPC2 whole entry, looked up): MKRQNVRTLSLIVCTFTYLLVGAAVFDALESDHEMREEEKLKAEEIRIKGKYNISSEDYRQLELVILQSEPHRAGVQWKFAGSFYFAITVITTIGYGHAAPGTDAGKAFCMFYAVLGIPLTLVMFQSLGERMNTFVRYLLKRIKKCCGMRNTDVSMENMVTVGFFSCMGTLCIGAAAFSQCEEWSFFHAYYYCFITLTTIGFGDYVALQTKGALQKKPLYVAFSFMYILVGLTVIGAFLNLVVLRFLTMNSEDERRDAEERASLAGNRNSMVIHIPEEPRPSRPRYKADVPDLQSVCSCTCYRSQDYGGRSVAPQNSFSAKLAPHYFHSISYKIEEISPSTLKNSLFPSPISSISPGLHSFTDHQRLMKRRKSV
MrgX1 PAM: positive allosteric modulators of MrgX1, primary screen, HEK293 cells, Fluo-4 calcium flux; AID 588675, 2011; FDSS; stronger effect = higher value; 0.63% of 310,000 active; B-score at 10 µM; Mas-related G-protein coupled receptor member X1 (Homo sapiens), Q96LB2;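 active = plate-corrected calcium response at least 3 library SD above typical, normal starting fluorescence, not activating the receptor alone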;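 note: compound read alongside a low EC10 to EC30 dose of BAM8-22 agonist; peak minus trough fluorescence over baseline measured at the second addition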
RGS4 block: RGS4 inhibitors, primary screen, cell-based, HEK293 M3R inducible RGS4, calcium flux | Fluo-4 calcium flux; stronger effect = higher value; triggered by carbachol at its EC20 | B-score at 10 µM | 0.45% of 310,000 active | Regulator of G-protein signaling 4 (Homo sapiens), P49798;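 active = B-score, a plate-corrected calcium signal, over three deviations above library mean, with baseline fluorescence within five deviations of library mean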;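 note: RGS4 expression induced by doxycycline in cells with stable M3 receptor; B-score is computed from the integrated fluorescence ratio over baseline after carbachol; higher B-score means a larger calcium signal and so more RGS4 inhibition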
Target sequence (P49798 whole entry, looked up): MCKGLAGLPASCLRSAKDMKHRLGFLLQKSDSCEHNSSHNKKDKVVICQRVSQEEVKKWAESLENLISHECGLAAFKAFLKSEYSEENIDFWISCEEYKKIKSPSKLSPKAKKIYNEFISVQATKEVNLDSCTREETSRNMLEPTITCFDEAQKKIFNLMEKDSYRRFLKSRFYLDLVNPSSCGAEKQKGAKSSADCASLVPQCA
KCNQ1 pot: potentiators or activators of KCNQ1 channel, primary screen, cell-based, thallium flux, high-throughput; Potassium voltage-gated channel subfamily KQT member 1 (Homo sapiens), P51787; CHO-K1 KCNQ1, thallium flux FluxOR fluorescence; stronger effect = higher value; B-score at 10 µM; 0.35% of 310,000 active;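 active = fluorescence ratio B-score, a plate-corrected score, at least three library SD, with initial intensity B-score within 5 SD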
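Medium – assay buffer, equal DMSO in all wells · Material – CHO-K1 cell line with stable KCNQ1 potassium channel expression · Signal – kinetic FluxOR thallium fluorescence, 10-s 1-Hz baseline, 110-s post-stimulus read · Compound – single concentration per compound, DMSO matched to controls · Schedule – 37 °C overnight plating, 90-min dark dye load, 20-min compound pretreatment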
Numbers without * were called inactive; i = inactive; . = not tested or not shown. Not a hit list; any-hit rate near 6.3%.

Values run as follows: ANO1 activ, RGS4 block, KCNQ1 inh, KCNK3 block, MrgX1 ag, KCNK9 block, MrgX1 PAM, KCNQ1 pot, RGS4 pot, ANO1 block, hERG protect
#1 OC(COCc1ccc(Cl)cc1)CN1CCCCC1 (configuration not stated)
 : i, i, i, i, i, i, i, i, i, i, -1.3
#2 CCOc1ccc(C(=O)N2CCN(Cc3ccccc3)CC2)cc1OCC
 : i, i, i, i, ., i, ., i, i, ., -2.9
#3 Cc1ccc(S(=O)(=O)/N=C(/Nc2cccc(C(=O)O)c2)c2ccccc2)cc1
 : i, i, i, i, i, i, i, i, i, i, -2.7
#4 COCCNC(=O)c1ccc(CS(=O)(=O)c2ccccc2C)o1
 : i, i, i, i, i, i, i, i, i, i, -3.0
#5 COc1ccccc1/C=C/C=N/Nc1cccc(C(=O)O)c1
 : i, i, i, i, i, i, i, i, i, i, -9.7
#6 CCCC(NC(=O)CNC(=O)C(C)(C)C)C(=O)O (configuration not stated)
 : i, i, i, i, i, i, i, i, i, i, -14.6
#7 Cc1ccc2c(c1)C(c1ccccc1)N(C(=O)c1ccc(F)cc1)CC(=O)N2 (configuration not stated)
 : i, i, i, i, i, i, i, i, i, i, -8.7
#8 O=C(O)C1CCN(c2ccc([N+](=O)[O-])cc2[N+](=O)[O-])CC1
 : i, i, i, i, i, i, i, i, i, i, -10.9
#9 C=CCNC(=S)N/N=C/c1ccc(C)c([N+](=O)[O-])c1
 : i, ., ., i, i, ., i, ., ., i, .
#10 COCCn1c(SCC(=O)Nc2sccc2C(N)=O)nnc1-c1ccncc1
 : i, i, i, i, i, i, i, i, i, i, -4.8
#11 Cc1ccc(/C=C2\SC(=S)N(CCCC(=O)Nc3nccs3)C2=O)cc1
 : i, i, i, i, i, i, i, i, i, i, -4.8
#12 O=C(CN=C1NS(=O)(=O)c2ccccc21)OCC(=O)c1cc(F)ccc1F
 : i, i, i, i, i, i, i, i, i, i, -1.0
#13 CC(C)=CC(=O)OCC(=O)Nc1ccc(F)cc1Cl
 : i, i, i, i, i, i, i, i, i, i, -2.2
#14 Clc1ccc(Cl)c(OCCCCN2CCCCC2)c1
 : i, i, i, i, i, i, i, i, i, i, -3.9
#15 COC(=O)Cc1c(C)nc2nc(-c3ccc(OC)cc3)[nH]n2c1=O
 : i, i, i, i, i, i, i, i, i, i, -3.4
#16 CCOc1cc(C(c2c(C)[nH][nH]c2=O)c2c(C)[nH][nH]c2=O)cc(Br)c1OC
 : i, i, i, i, i, i, i, i, i, i, -4.8
#17 O=C(Cn1[nH]c(=O)c2ccccc2c1=O)Nc1ccc2c(c1)CCC2
 : i, i, i, i, i, i, i, i, i, i, -1.0
#18 O=[N+]([O-])c1ccccc1S(=O)(=O)N1CCN(c2ccccc2)CC1
 : i, i, i, i, i, i, i, i, i, i, -4.5
#19 CC(Cl)C(=O)c1c[nH]c2ccccc12 (configuration not stated)
 : i, i, i, i, i, i, i, i, i, i, -20.2
#20 O=C(CN1CCN(Cc2cccc(Cl)c2)C1=O)NCc1ccccn1
 : i, i, i, i, i, i, i, i, i, i, -9.2
#21 CC1=CCC2C(=O)N(c3ccc(S(N)(=O)=O)cc3)C(=O)C2C1 (configuration not stated)
 : i, i, i, i, i, i, i, i, i, i, -8.6
#22 COc1ccc(C(=O)NCC(=O)OCC(=O)NC2CCCC2)cc1
 : i, i, i, i, i, i, i, i, i, i, -6.9
#23 CCn1c(C(O)c2cc(OC)ccc2OC)nc2ccccc21 (configuration not stated)
 : i, i, i, i, i, i, i, i, i, i, -3.0
#24 O=C(Nc1ccccc1)Nc1ccc2c(c1)CCC2
 : i, i, i, i, i, i, i, i, i, i, -13.7
#25 CC1C(=O)NN=C1C(=O)N/N=C\c1ccc(O)cc1O (configuration not stated)
 : i, i, i, i, i, i, i, i, i, i, -5.6
#26 NC(=O)C1(NC(=O)[C@@H]2CC3(CC(c4cccc(NC(=O)[C@@H]5CCC(=O)N5)c4)=NO3)CN2C(=O)c2cnccn2)CC1 (some centres not stated)
 : i, i, i, i, i, i, i, i, i, i, -8.5
#27 c1coc(CNc2c3c(nc4ncnn24)CCCC3)c1
 : i, i, i, i, i, i, i, i, i, i, -6.5
#28 CN(c1ccc(OCC(=O)OCC(=O)Nc2ccccc2)cc1)S(=O)(=O)c1ccc(F)cc1
 : i, i, i, i, i, i, i, i, i, i, -9.4
#29 Cn1c(=O)c2[nH]c(N=Nc3ccc(N)cc3N)nc2n(C)c1=O
 : i, i, i, i, i, i, i, i, i, i, -11.8
#30 CCOC(=O)C1(CCCc2ccccc2)CCN(C(=O)CCN2CCCCC2=O)CC1
 : i, i, i, i, i, i, i, i, i, i, -19.6
#31 COc1ccccc1CNC(=O)C1CCCN1S(=O)(=O)c1cccc2cccnc12 (configuration not stated)
 : i, i, i, i, i, i, i, i, i, i, -7.8
#32 O=C(O)COc1ccc(/C=N/n2c(COc3ccccc3)nc3ccccc3c2=O)cc1
 : i, i, i, i, i, i, i, i, i, i, -10.9
#33 O=[N+]([O-])c1ccc(O)c(/C=N/Nc2nc3ccccc3[nH]2)c1
 : i, i, i, i, i, i, i, i, i, i, -4.5
#34 CCCCCCCOc1ccc(C2CC(=O)N(C)C2=O)cc1 (configuration not stated)
 : i, i, i, i, i, i, i, i, i, i, -5.4
#35 COc1ccc(OC)c(N2Cc3ccccc3C2)c1
 : i, i, i, i, i, i, i, i, i, i, -9.5
#36 O=C(CCS(=O)(=O)c1ccc(Cl)cc1)Nc1ccc(F)cc1
 : i, i, i, i, i, i, i, i, i, i, -4.7
#37 Cc1cccc(Nc2ncnc(N)c2[N+](=O)[O-])n1
 : i, i, i, i, i, i, i, i, i, i, -11.0
#38 C/C(=N\NC(=O)c1ccc(C)cc1C)c1ccc2c(c1)OCO2
 : i, i, i, i, i, i, i, i, i, i, -1.7
#39 CC1=CCC2C(=O)N(c3cccc(C(=O)Nc4ccc(Cl)cc4)c3)C(=O)C2C1 (configuration not stated)
 : i, i, i, i, i, i, i, i, i, i, -20.1
#40 CCCNS(=O)(=O)c1ccc(CCC(=O)N2CCC(C)CC2)cc1
 : i, i, i, i, i, i, i, i, i, i, -10.9
#41 CC(=O)CCSc1ncnc2sc(-c3ccccc3)cc12
 : i, i, i, i, i, i, i, i, i, i, -9.3
#42 N#Cc1ccc(-c2csc(NC3=NCCCCC3)n2)cc1
 : i, i, i, i, ., i, ., i, i, ., -15.0
#43 Cc1cc(-c2nnc(SCC(=O)Nc3nccs3)o2)no1
 : i, i, i, i, i, i, i, i, i, i, -6.3
#44 COc1cccc(NC(=O)[C@H](C)NC(=O)C2CCN(S(=O)(=O)c3ccc(C)cc3)CC2)c1
 : i, i, i, i, i, i, i, i, i, i, -12.6
#45 O=C(COc1ccc(Cl)cc1)NCC(=O)N1CCC2(CC1)NCCc1[nH]cnc12
 : i, i, i, i, i, i, i, i, i, i, -7.1
#46 C/C(=N\NC(=O)c1cc(Br)ccc1O)c1ccccn1
 : i, i, i, i, i, i, i, i, i, i, -11.2
#47 Cc1cc(NC(=O)C2CCCN2C(=O)Nc2cccc(Cl)c2)ccc1-n1cnnn1 (configuration not stated)
 : i, i, i, i, i, i, i, i, i, i, -0.4
#48 O=C(NCc1ccc(F)cc1F)c1cc(COc2c(F)cccc2F)on1
 : i, i, i, i, i, i, i, i, i, i, -9.3
#49 O=C1C2CC=C(Cl)CC2C(=O)N1CCc1ccccc1 (configuration not stated)
 : i, i, i, i, i, i, i, i, i, i, -12.4
#50 COc1ccccc1CN1CCC(n2nccc2NC(=O)CCOc2ccccc2)CC1
 : i, i, i, i, i, i, i, i, i, i, -12.4
#51 O=C(NC(NC(=S)Nc1cccc(Cl)c1)C(Cl)(Cl)Cl)OCc1ccccc1 (configuration not stated)
 : i, i, i, i, i, i, i, i, i, i, -4.4
#52 Cc1ccc2c(c1)N(CC(=O)N1CCc3ccccc3C1)C(=O)CO2
 : i, i, i, i, i, i, i, i, i, i, -8.9
#53 O=C(NCc1ccccc1F)C1CCCN1C(=O)NC1CCCCC1 (configuration not stated)
 : i, i, i, i, i, i, i, i, i, i, -5.6
#54 COc1cc2[nH]c(=S)n(N(C(C)=O)C(C)=O)c(=O)c2cc1OC
 : i, i, i, i, i, i, i, i, i, i, -2.9
#55 COCCn1c(C)cc(C(=O)CSc2nnc3ccccn23)c1C
 : i, i, i, i, i, i, i, i, i, i, -5.0
#56 CC(=O)c1c(C)oc2ccc(NS(=O)(=O)c3ccc(F)cc3C)cc12
 : i, i, i, i, i, i, i, i, i, i, -5.0
#57 CC(C)(C)c1ccc(C(=O)NC(=S)N2CCCC2)cc1
 : i, i, i, i, i, i, i, i, i, i, -8.3
#58 CCn1nccc1C(=O)Nc1ccc(Cl)c(Cl)c1
 : i, i, i, i, i, i, i, i, i, i, -8.0
#59 CCOC(=O)c1sc(=S)n(C)c1NC(=O)c1ccccc1C
 : i, i, i, i, i, i, i, i, i, i, -4.8
#60 O=C(O)C1CCN(C(=O)c2cc(F)cc3c2OCOC3)CC1
 : i, i, i, i, i, i, i, i, i, i, -4.8
#61 COc1ccc(OC)c(Cc2nnc(CCC(=O)N3CCC(N4CCCCC4)CC3)o2)c1
 : i, i, i, i, i, i, i, i, i, i, -1.8
#62 CCOC(=O)CN(C(=O)CSc1nnc(-c2ccc(OC)c(OC)c2)o1)c1ccc(F)cc1
 : i, i, i, i, i, i, i, i, i, i, -10.1
